Compound activity as filed in PubChem.
RTF Ca sens inh: cardiac RTF calcium desensitization; P19429+P45379; IANBD-labeled cardiac RTF, Ca2+ fluorescence; inhibition, % at 7.15 µM; actives 0.12% (n = 340,000);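 active = inhibition above the mean inhibition of all tested compounds plus 3 SD, cut at about 17% in these data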;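 also: assay run at fixed EC70 calcium of 1.6 mM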
OPRM1-OPRD1 ag: agonists of human mu-delta opioid receptor heterodimerization | P35372+P41143 | cells, OPRM1-OPRD1 heterodimerization, luminescence | activation, % at 9.3 µM | actives 0.3% (n = 340,000); in the data active = activation above about 18%;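 also: 0% = vehicle-treated cells and 100% = reference agonist; values of inactives mirror those of a sister screen read the other way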
HTR5A ag: counter-screen for OPRM1-OPRD1 agonists: human HTR5A agonism | P47898 | HTR5A agonist assay, luminescence, cell-based | activation, % at 9.3 µM | actives 0.61% (n = 340,000) | AID 504692; in the data active = activation mostly above about 9.5%, no sharp cut-off; inactive = mostly below about 7.6%;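 also: 0% = cells with vehicle only and 100% = reference agonist; strong numbers were not always called active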
Target sequence (P47898 whole entry, looked up): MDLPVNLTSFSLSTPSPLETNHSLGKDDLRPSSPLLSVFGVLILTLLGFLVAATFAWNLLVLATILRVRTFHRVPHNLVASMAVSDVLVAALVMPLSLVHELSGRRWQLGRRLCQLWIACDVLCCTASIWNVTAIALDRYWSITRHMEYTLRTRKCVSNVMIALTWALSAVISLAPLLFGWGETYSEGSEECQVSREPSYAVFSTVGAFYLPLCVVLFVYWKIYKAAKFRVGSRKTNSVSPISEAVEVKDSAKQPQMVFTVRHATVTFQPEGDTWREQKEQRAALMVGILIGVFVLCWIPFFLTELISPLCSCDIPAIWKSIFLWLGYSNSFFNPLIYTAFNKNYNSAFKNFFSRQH
Keap1 Nrf2 FP: disrupts human Keap1 binding to Nrf2 peptide. Q14145. Keap1 Kelch-Nrf2 peptide fluorescence polarization, 1536-well. actives 0.15% (n = 340,000). inhibition, % at 9.4 µM; in the data active = inhibition above about 12%;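 also: human Keap1 Kelch domain with fluorescein labeled Nrf2 9mer peptide probe; 0% = neutral control wells and 100% = peptide positive control; higher means more block of Keap1 binding to Nrf2 peptide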
CAL PDZ FP: blocks peptide binding to the human CAL PDZ domain. Q9HD26. purified CAL PDZ, TMR-peptide fluorescence polarization, 1 h. inhibition, % at 24.9 µM. actives 0.92% (n = 300,000). AID 602252;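 active = mean inhibition of at least 30% with at least half of replicates also reaching 30%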;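 also: 0% = DMSO neutral control and 100% = excess unlabeled competitor peptide PRC23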
MOR-DOR inv ag: inverse agonists of human mu-delta opioid receptor heterodimerization. P35372+P41143. cell-based MOR-DOR heterodimer luminescence, inverse agonism. inhibition, % at 9.3 µM. actives 0.21% (n = 340,000). AID 504357; in the data active = inhibition above about 22%, passing the limit was not always enough;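 also: 0% = cells with DMSO and 100% = wells without cells with DMSO; values of inactives mirror those of a sister screen read the other way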
V-ATPase pHluor: yeast V-ATPase proton transport regulation by pHLuorin; actives 0.37% (n = 350,000); S. cerevisiae, pHLuorin cytosolic pH fluorescence; response, % at 10 µM; in the data active = response mostly above about 7.3%, no sharp cut-off; inactive = mostly below about 5.4%; also: actives read high; inactives centre near 0; some compounds called inactive have numbers as strong as hits; reference of the scale not given here
LANA DNA inh: blocks KSHV LANA C-terminal domain binding to DNA; actives 0.078% (n = 340,000); MBP-C-LANA/FAM-LBS DNA binding, fluorescence polarization; inhibition, % at 9 µM;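 active = highest replicate inhibition at or above 60% at 9 µM, even if other replicates fall short; inactive = all replicates below 60% inhibition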;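 also: 0% = neutral control wells and 100% = 4 µM acridine orange control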
HTR5A inv ag: inverse agonist of human HTR5A in OPRM1-OPRD1 counter-screen | HTR5A cell line, luminescence, inverse agonism | inhibition, % at 9.3 µM | actives 0.083% (n = 340,000) | AID 504634; in the data active = inhibition mostly above about 23%, no sharp cut-off; inactive = mostly below about 18%;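 also: 0% = cells with DMSO and 100% = no-cell wells with DMSO; some compounds called inactive have numbers as strong as hits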
RTF Ca sens act: cardiac RTF calcium sensitization. IANBD-labeled TnC RTF fluorescence at EC20 calcium; 0% EC20 calcium, 100% full calcium. P19429+P45379. actives 0.24% (n = 340,000). activation, % at 7.2 µM;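 active = activation above the mean over all tested compounds plus 3 SD, cut at about 30% in these data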;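 also: rise in fluorescence read as greater calcium sensitivity of cardiac thin filaments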
An asterisk follows results filed as active; nt = not tested or not shown; & = joins results of further samples. An unsorted share of the library; 2.8% or so of the library scored in one or more.

entry	canonical_smiles	RTF Ca sens inh	OPRM1-OPRD1 ag	HTR5A ag	Keap1 Nrf2 FP	CAL PDZ FP	MOR-DOR inv ag	V-ATPase pHluor	LANA DNA inh	HTR5A inv ag	RTF Ca sens act
1	CCc1noc(C)c1C(=O)NCCc1c[nH]c2ccccc12	9	-0.5	2	-1	1	3	2	-1.8	-7	3
2	Cc1cc(C)c2c(N)c(C(=O)Nc3ccc(F)cc3)sc2n1	-3	-1.3	4	-3	10	6	-8	0.6	-14	-5
3	COc1cccc(-c2ncc3ccccc3c2CO)c1	-9	-0.7	-1	4	2	4	5	-0.2	8	-3
4	O=C(NC1CCCc2ccccc21)c1cncc(Br)c1 (stereo unspecified)	-1	-4.6	1	-2	0	19	-2	-0.6	-3	-1
5	O=C(Cn1c(=O)c2cccn2c2cccnc21)N1CCN(c2ccc(Cl)cc2)CC1	-6	-2.2	4	-1	-4	11	1	0.1	12	-10
6	Clc1ccc(OCc2cc(-c3ccccc3)no2)c(Cl)c1	-5	4.3	-3	-3	1	-25	6	1.0	4	-1
7	CCc1c(C)sc(NC(=O)C2CCCO2)c1C#N (stereo unspecified)	5	-0.6	4	-4	-1	4	7	-0.6	9	3
8	CCN(CC)C(=O)c1sc(N)c(C#N)c1C	-7	-1.5	-1	7	-1	9	-7	1.1	-4	-2
9	COc1cc(OC)cc(C(=O)NC(C(=O)N2CCc3ccccc3C2)C(C)C)c1 (stereo unspecified)	5	-1.8	-6	0	-6	9	0	1.1	16	-7
10	COc1ccc(CN2CC(C(=O)NCCC3=CCCCC3)CC2=O)cc1 (stereo unspecified)	-5	-1.1	7	0	3	6	2	1.7	-2	0
11	COc1ccc(C2(CNC(=O)c3ccc(N)cc3)CCCC2)cc1	0	-2.7	-2	2	-3	13	-4	-0.1	6	3
12	O=C(NCCCNc1ccc(C(F)(F)F)cc1[N+](=O)[O-])c1ccc(Cl)cc1	-17	1.8	-2	3	-1	-10	-2	-0.7	7	-3
13	CN1CCN(c2nc3c(c(=O)n(C)c(=O)n3C)n2Cc2ccc(Cl)cc2)CC1	-7	-0.2	1	0	-3	1	8.0*	-0.6	-2	5
14	CC1Cc2ccccc2N1C(=O)CCNS(=O)(=O)c1ccc2c(c1)CCC(=O)N2 (stereo unspecified)	2	-1.3	-2	-1	14	7	-1	1.9	-16	0
15	Cc1nn(CC(=O)NC2CCCCC2)c(=O)c2cccn12	-4	-2.8	-1	4	-2	14	0	-0.7	1	-6
16	CC(=O)Nc1cccc(C(=O)OCC(=O)c2ccc(S(=O)(=O)N3CCCCC3)cc2)c1	4	-8.6	-7	3	-3	47*	1	0.2	18	-1
17	C=CCn1c(C)cc(C(=O)CSc2nnc(-c3cccc(S(=O)(=O)N(CC)CC)c3)o2)c1C	-6	-1.0	1	-2	1	6	0	0.8	-16	-7
18	CN(NC(=O)c1ccccc1)C1=NS(=O)(=O)c2ccccc21	-1	-1.3	2	2	-5	7	1	0.6	-9	-1
19	CCOc1ccc2sc(NS(=O)(=O)c3ccc(OC)c(OC)c3)nc2c1	-5	-0.4	-8	-3	-2	2	-4	0.7	-17	-1
20	Cn1cnnc1SCC(=O)N1N=C2/C(=C/c3ccco3)CCCC2C1c1ccco1 (stereo unspecified)	1	-2.3	3	-7	-1	13	1	-0.5	12	9
21	CC(=O)c1cccc(NC(=S)NC(=O)c2ccccc2Br)c1	7	-1.6	-1	5	-1	9	0	-1.3	-14	2
22	Cc1ccc(C2CC(=O)Nc3cc4c(cc32)OCO4)o1 (stereo unspecified)	4	-1.9	2	1	-4	10	-1	2.8	-4	-9
23	Cc1ncsc1CCOC(=O)c1cccc([N+](=O)[O-])c1	-12&1	8.0&-1.1	-1&9	-1&4	-3&-1	-36&6	1&3	3.8&-16	-9&-29	1&1
24	CS(=O)(=O)c1cnc(-c2cccnc2)nc1N	-6	-1.6	4	-3	-1	9	-2	0.9	-10	1
25	CCOC(=O)c1cnc(-n2nc(C)cc2C)nc1Nc1cccc(C(=O)O)c1	-4	-0.3	1	-4	nt	2	8	-1.5	-7	-4
26	O=C(CCn1c(=O)sc2ccccc21)NCCC1=CCCCC1	-1	1.3	2	-2	-2	-8	0	2.3	-5	-1
27	COc1ccccc1NC(=O)CC(NCc1ccccc1)C(=O)O (stereo unspecified)	-10	-2.1	3	4	-2	11	-1	1.5	13	-4
28	O=C(NCCc1ccc(Cl)cc1)c1cc(-c2ccccn2)nc2ccccc12	-5	1.6	6	-4	-3	-9	6	2.9	-21	4
29	CC1CCCC(NC(=O)c2cccs2)C1C (stereo unspecified)	0	-1.1	-6	1	2	4	4	-1.2	15	-3
30	COc1cccc(NC(=O)CN(C)C(=O)c2cn(-c3ccccc3)nc2-c2cccnc2)c1	-8	-2.8	9	0	-4	11	1	-0.9	-24	-6
31	CCCOc1cc(C)nc(-c2ccccc2O)n1	-7	-2.0	1	1	-2	12	3	-0.4	-38	3
32	CN(C)S(=O)(=O)c1cccc(-c2csc(N/N=C/c3ccco3)n2)c1	-11	-0.4	-2	-6	-2	2	1	1.4	11	1
33	CCCOc1ccc(/C=C/c2c([N+](=O)[O-])c(=O)n(C)c(=O)n2C)cc1	5	-0.9	-1	-4	-2	4	-3	0.2	4	-4
34	COCCNS(=O)(=O)c1ccc2c3c(cccc13)C(=O)N2C	-7	-3.4	0	-1	4	17	1	-0.3	1	-3
35	CNc1ccc(C=C2C=Cc3ccccc32)cc1	-3	1.0	-3	-4	nt	-5	6	-0.8	12	0
36	COc1ccccc1NC(=O)C1=C(C)N(c2ccccc2)C(=S)NC1c1cccc(C(F)(F)F)c1 (stereo unspecified)	-9	2.4	-2	-4	-6	-11	5	-0.1	4	5
37	CCn1c(C)cc(/C=C2/SC(=S)NC2=O)c1C	6	-3.1	1	-1	-3	16	-1	-0.7	-12	-3
38	O=C(c1cccc(S(=O)(=O)NCc2ccccc2)c1)N1CCN(c2ccccc2)CC1	-2	-0.6	8	2	2	2	1	-2.3	-20	-4
39	CCOC(=O)NC(=O)C(=CNc1cccc(OC)c1)C(=O)NC(=O)OCC	-6	-2.2	0	-9	-4	14	-2	1.0	34*	-2
40	CC1CCc2nn(CC(=O)N3CCCCCC3)cc2C1 (stereo unspecified)	2	-2.0	4	-3	-2	10	-1	0.2	-11	-4
41	CN=C(C)C1=C(O)C(C(=O)OC)C(C)(C)CC1=O (stereo unspecified)	-10	0.8	4	1	0	-5	-3	-0.3	-15	0
42	O=C(O)C(Cc1ccccc1)N1C(=O)/C(=C/C=C/c2ccco2)SC1=S (stereo unspecified)	64*	1.3	2	26*	-2	-7	8	106*	-6	-20
43	COc1cc(C(C(=O)Nc2c(C)cccc2C)N(C)C(=O)c2ccc(-n3cnnn3)cc2)ccc1O (stereo unspecified)	-2	-2.3	2	-3	-3	12	0	-0.6	-5	7
44	CC(=O)c1ccccc1OCCn1nnc(-c2ccc(C)cc2)n1	1	0.3	-2	-2	-6	-2	-1	-1.8	-18	6
45	Cc1ccc2c(Cl)c(C)c(N3CCOCC3)nc2n1	0	-2.3	1	-6	-1	12	1	1.1	-6	7
46	N#Cc1ccc(C(=O)N/N=C/c2cn(CC(=O)O)c3ccccc23)c(F)c1	4	-2.8	1	-4	nt	15	-1	-0.6	-2	1
47	COc1ccc(C)cc1NC(=O)C1CCN(C(=O)C2CC(=O)N(c3ccc(C)cc3)C2)CC1 (stereo unspecified)	-2	-1.8	-3	-1	5	10	2	-0.5	7	8
48	Cc1ccc(C)c(N2CCN(S(=O)(=O)c3cc4c(cc3C)NC(=O)CO4)CC2)c1	1	-1.5	5	1	nt	8	2	-0.3	-8	4
49	Cc1ccc(SCC(=O)Nc2ccc3c(c2)OCCO3)cc1	4	0.0	1	1	0	0	-1	-1.1	-4	3
50	O=C(NC1CC1)C1=C[C@@H](c2ccc(C(F)(F)F)cc2)C[C@@H](OCc2ccc(CO)cc2)O1	-2	-1.7	2	-2	1	10	-5	0.1	4	0
51	Cn1nc(C(F)(F)F)c(C(=O)Nc2ccc(F)cc2F)c1Sc1ccc(Cl)cc1	-7	2.3	5	-2	-3	-12	2	1.5	7	5
52	Cc1c(NC(=S)N/N=C/c2ccc([N+](=O)[O-])cc2O)c(=O)n(-c2ccccc2)n1C	3	-2.8	2	-5	0	15	0	0.2	3	2
53	CC(=O)Nc1ccccc1OCC(O)CS(=O)(=O)c1ccc(C(F)(F)F)cn1 (stereo unspecified)	-7	-1.5	1	-2	1	7	-6	0.7	-4	-2
54	S=c1[nH]nc(-c2ccco2)n1/N=C/C=C/c1ccccc1	-7	1.3	-5	2	3	-6	3	0.0	14	-1
55	COc1cccc(OCCn2cc(C(C)=O)c3ccccc32)c1	-5	-0.3	9	3	-1	2	-1	-0.7	24	2
56	OC1CCCN(Cc2nc(Cc3ccccc3Cl)no2)C1 (stereo unspecified)	1	1.0	11	-4	3	-7	2	-1.2	2	-1
57	COc1ccc([N+](=O)[O-])cc1/C=N/NC(=O)CNC(=O)c1cccc(F)c1	3	-2.2	-1	-8	-6	12	1	-1.0	-2	-5
58	Cn1ncc(Cl)c1C(=O)N1CCN(c2ccccc2)CC1	-3	-1.8	2	6	-2	10	0	1.1	5	0
